TbREL1 primary: TbREL1 RNA ligase inhibitors, primary screen, biochemical, FRET fluorescence | TbREL1 RNA ligation | inhibition, % at 9.66 µM | 89,000 tested, 0.49% active;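 active = inhibition above the mean inhibition across all screened compounds plus 3 SD, cut at about 11% in these data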;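 note: 0% = plate median of test wells and 100% = NSC42067 control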
Target sequence (P86926 whole entry, looked up): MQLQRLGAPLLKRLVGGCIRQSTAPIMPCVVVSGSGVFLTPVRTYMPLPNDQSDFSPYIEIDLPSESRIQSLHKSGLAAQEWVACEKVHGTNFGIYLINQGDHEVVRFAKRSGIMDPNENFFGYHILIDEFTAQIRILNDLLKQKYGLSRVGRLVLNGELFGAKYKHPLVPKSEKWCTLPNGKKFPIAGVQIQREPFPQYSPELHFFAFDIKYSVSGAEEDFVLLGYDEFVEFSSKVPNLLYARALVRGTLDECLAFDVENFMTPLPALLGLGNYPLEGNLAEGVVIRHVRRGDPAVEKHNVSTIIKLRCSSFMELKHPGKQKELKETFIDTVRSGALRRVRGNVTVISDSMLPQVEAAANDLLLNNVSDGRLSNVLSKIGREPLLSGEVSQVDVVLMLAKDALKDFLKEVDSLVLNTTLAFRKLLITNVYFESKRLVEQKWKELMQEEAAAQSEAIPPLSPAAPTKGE
Starred values were filed as active, the others as inactive.

SMILES	TbREL1 primary
C=CCn1c(SCC(=O)NCC(c2ccccc2)N(C)C)nnc1C1CCCCC1 (stereo not drawn)	-3
CC(=O)Nc1ccc(NC(=O)C2CCCCC2C(=O)O)cc1 (stereo not drawn)	0
O=C(CSc1nnc(COc2ccccc2)n1-c1ccc(Cl)cc1)Nc1ccc2c(c1)OCO2	3
COc1ccc(CC(N)c2csc(NC(=O)c3cc(C(C)(C)C)oc3C)n2)cc1 (stereo not drawn)	6
O=c1[nH]c(CSc2nnc(-c3ccccc3)n2C2CCCCC2)nc2ccccc12	-2
CC(C)(C)c1ccc(C(=O)NCC(=O)N2CCCCCC2)cc1	-3
CC(C)(C)c1ccccc1OCC(=O)NCCC(=O)O	3
COC(=O)C1(C)NC(c2ccccc2F)C2C(=O)N(c3ccccc3)C(=O)C21 (stereo not drawn)	1
O=c1[nH]c(CSc2nc(-c3ccccc3)cs2)nc2ccccc12	-2
Cc1onc(-c2c(F)cccc2Cl)c1C(=O)NC1=NCCS1	-4
O=C(CCn1nnc2ccccc21)N1CCN(Cc2ccc3c(c2)OCO3)CC1	-1
Cc1ccc2c(c1)C1CN(C)CCC1N2C(=O)COc1ccccc1F (stereo not drawn)	0
COc1cc(/C=C/c2cccc[n+]2C)ccc1OCC(=O)Nc1cccc(Cl)c1	-4
Cc1cc(C)cc(CC(=O)N2CCC2(C)C(=O)NS(=O)(=O)c2cccc(F)c2)c1 (stereo not drawn)	3
Cc1ccc(CN2CCCCC(NC(=O)c3ccc(-c4ccccc4)cc3)C2=O)cc1 (stereo not drawn)	1
Cc1cccc(COCC(CC(C)C)N2CCN(C(=O)c3ccc(C(F)(F)F)cc3)CCC2=O)c1 (stereo not drawn)	1
CCOC(=O)c1[nH]c(C)c(C(=O)NCc2cccnc2)c1C	-1
Cc1cccc(C)c1NC(=O)CN(C)C(=O)Cn1c(=O)cnc2ccccc21	-5
O=C(CN(C(=O)CNS(=O)(=O)c1ccccc1)c1ccc(Cl)cc1)NCC1CCCO1 (stereo not drawn)	-1
C/C(=N\NC(=O)c1cccc(O)c1)c1cccc(NC(=O)c2ccc(F)cc2)c1	1
O=S1(=O)C[C@@H](N2CCOCC2)[C@H](N2CCOCC2)C1	-2
Cn1nnnc1SCc1ccccc1[N+](=O)[O-]	0
O=C(Nc1ccc(C(O)(C(F)(F)F)C(F)(F)F)cc1)c1ccccc1C(F)(F)F	1
C=CCn1c(SCC(=O)Nc2cc(C)c(Cl)cc2OC)nnc1-c1ccco1	0
Cc1ccc(C(=O)NCCn2c(N)c(C#N)c3nc4ccccc4nc32)cc1	-2
COc1ccccc1NC(=O)c1nn(-c2ccc(F)c(F)c2)ccc1=O	0
CCN(CC)S(=O)(=O)c1ccc(Cl)c(NC(=O)c2cc(Cl)cc(Cl)c2)c1	1
C=CCn1c(=O)c2c3c(sc2n2c(Nc4ccc(C(=O)OCC)cc4)nnc12)CCCC3	3
CCOc1ccc(NCCC#N)cc1	-4
CCOc1ccc2[nH]c3c(=O)n(CCc4ccc(OC)cc4)cnc3c2c1	0
CC(C)COP(=O)(c1ccc(N(C)C)cc1)C(O)c1ccncc1 (stereo not drawn)	-2
CCC(Sc1ccc2nnc(-c3cccnc3)n2n1)C(=O)OC (stereo not drawn)	4
COc1cc(OC)cc(C(=O)N2CCC(C(=O)Nc3ccc4c(c3)OCCO4)CC2)c1	-2
CCOC(=O)CNC(=O)CSc1ncnc2c1cnn2-c1ccccc1	1
Cc1nc(-c2ccc(F)cc2)c(CC(=O)N2CCN(S(=O)(=O)c3cccc([N+](=O)[O-])c3)CC2)s1	1
N#CCCN(CCC#N)C(=O)COc1ccc(Cl)cc1Cl	-6
Cc1cccc(-n2nnc(C(=O)Nc3ccc(F)cc3)c2N)c1	2
COCCn1c(N)c(N(Cc2ccccc2)C(=O)CSCC(=O)Nc2ccc(OC)cc2)c(=O)[nH]c1=O	-2
C/C(N)=C(\C#N)C(=O)NCCc1ccccn1	5
Cc1onc(-c2ccccc2)c1C(=O)NNC(=S)NC(=O)c1ccc2c(c1)OCO2	-9
O=C(COC(=O)C1CCN(c2ccc(C(F)(F)F)cn2)CC1)Nc1ccc(F)cc1[N+](=O)[O-]	-1
CC(=O)NCCNC(=O)C1(C)Cc2c(-c3ccc(C(N)=O)cc3)ccnc2O1 (stereo not drawn)	0
Cc1cccc(NC(=O)CSc2nnc(-c3cc(C)n(-c4ccccc4)c3C)o2)c1C	2
Cc1ccc(S(=O)(=O)N2[C@@H](c3ccc(F)cc3)C(C(=O)O)=C[C@H]2CC2CCCC2)cc1	1
CC(C)(C)Nc1nc(NC(C)(C)C)nc(-n2ccnc2)n1	1
COCO/C=C(\NC(C)=O)c1ccccc1	3
COc1ccc(OC)c(S(=O)(=O)N2CCc3ccccc32)c1	2
Cc1nc(NS(=O)(=O)c2ccccc2)sc1C(=O)NN	-1
Fc1cccc(Cc2c(-c3ccccc3)nc3ccc(Br)cn23)c1	-2
O=C(NCCS(=O)(=O)N1CCN(Cc2ccccc2)CC1)c1ccc(F)cc1	0
N#Cc1ccc(C(=O)OCC(=O)N2CCOCC2)cc1	-1
CCOCCCNC(=S)Nc1cc(C)cc(C)c1	6
CC(=O)OCC1OC(OCc2cn(C[C@H]3CC[C@@H]([C@@H]4CC[C@H](Cn5cc(COC6OC(COC(C)=O)C(OC(C)=O)C(OC(C)=O)C6OC(C)=O)nn5)O4)O3)nn2)C(OC(C)=O)C(OC(C)=O)C1OC(C)=O (stereo partly drawn)	3
Cc1ccc(NC(=O)c2ccc(Br)o2)c([N+](=O)[O-])c1	3
NC(=S)N/N=C/c1ccc2c(c1)OCCO2	0
CN1CCN(C(=O)CNC(=O)C23CC4CC(CC(C4)C2)C3)CC1	-3
CCOC(=O)c1c(N)sc2c1CCCC2	-6
O=C(O)CCC(=O)OCCN(Cc1ccc(Oc2ccc([N+](=O)[O-])cc2)cc1)C(=O)C(Cl)Cl	-1
CCc1nc2nc(C)c(NS(=O)(=O)c3ccc(C4CCCCC4)cc3)c(=O)n2[nH]1	1
CCOC(=O)CC(Nc1nc(N2CCOCC2)nc(N2CCOCC2)n1)c1ccccc1Cl (stereo not drawn)	-3

Further structures follow.
SMILES	TbREL1 primary
CC(=O)c1cccc2c1OC(C)C(=O)N2Cc1ccc(Cl)cc1 (stereo not drawn)	-1
CC(CCc1ccco1)NC(=O)Nc1cccc(F)c1 (stereo not drawn)	1
Cc1nnc(-c2cnn(C)c2N)n1Cc1ccc(Cl)cc1	5
Clc1ccc(C2[C@H]3CN(CC4CCCCC4)[C@H](c4ccccc4)C34CC2(c2cccnc2)C4)cn1 (stereo partly drawn)	-8
COC(=O)c1ccc(C(NC(=O)OCc2ccccc2)/C(F)=C/[C@@H](C)C(=O)O)cc1 (stereo partly drawn)	-1
O=C(NCCC1=CCCCC1)c1cnccn1	-1
CCN(CC)C1CCN(C(=O)c2cc(COc3ccc(-n4cncn4)cc3)on2)C1 (stereo not drawn)	3
CCCCCCCCC#Cc1nc(C)ccc1OC	-4
Cc1c(-c2ccccc2)nc(N)c(C#N)c1-c1cccs1	0
CC(=O)N(/N=C1\Sc2ccccc2C1=O)c1ccccc1	-1
COc1cccc(-c2nn(-c3ccc(C)cc3)cc2C(=O)NCC2CCCO2)c1 (stereo not drawn)	-2
CCN1C(=O)c2ccc(C(=O)O)cc2C1=O	2
Cc1cccc(-c2nnn(CC/C(N)=N/O)n2)c1	1
Cc1cccc(NC(=O)Cn2cnc3ccc(S(=O)(=O)N4CCC(C)CC4)cc3c2=O)n1	3
CNC(=O)CN1C(=O)NC(Cc2c[nH]c3ccccc23)C1=O (stereo not drawn)	-5
CCn1c(=NC(=O)COc2ccccc2)sc2cccc(F)c21	1
Cn1c(SCC(=O)NCc2ccc3c(c2)OCO3)ncc(C(=O)Nc2ccc(F)cc2)c1=O	1
c1ccc(-c2cncnc2)cc1	0
Cc1ncc([N+](=O)[O-])n1CCOC(=O)NC(Nc1ccc(F)cc1)C(Cl)(Cl)Cl (stereo not drawn)	11
CCc1nc2ccccc2nc1N1CCN(S(=O)(=O)c2ccc(Cl)cc2)CC1	-1

Arranged by count of non-hydrogen atoms (lowest first): some entries from above
SMILES	TbREL1 primary
c1ccc(-c2cncnc2)cc1	0
CCOc1ccc(NCCC#N)cc1	-4
NC(=S)N/N=C/c1ccc2c(c1)OCCO2	0
C/C(N)=C(\C#N)C(=O)NCCc1ccccn1	5
CCOCCCNC(=S)Nc1cc(C)cc(C)c1	6
CCCCCCCCC#Cc1nc(C)ccc1OC	-4
N#Cc1ccc(C(=O)OCC(=O)N2CCOCC2)cc1	-1
N#CCCN(CCC#N)C(=O)COc1ccc(Cl)cc1Cl	-6
Cc1onc(-c2c(F)cccc2Cl)c1C(=O)NC1=NCCS1	-4
CCC(Sc1ccc2nnc(-c3cccnc3)n2n1)C(=O)OC (stereo not drawn)	4
CCOc1ccc2[nH]c3c(=O)n(CCc4ccc(OC)cc4)cnc3c2c1	0
Cc1ncc([N+](=O)[O-])n1CCOC(=O)NC(Nc1ccc(F)cc1)C(Cl)(Cl)Cl (stereo not drawn)	11
COc1ccc(CC(N)c2csc(NC(=O)c3cc(C(C)(C)C)oc3C)n2)cc1 (stereo not drawn)	6
CCN(CC)C1CCN(C(=O)c2cc(COc3ccc(-n4cncn4)cc3)on2)C1 (stereo not drawn)	3
COc1cc(OC)cc(C(=O)N2CCC(C(=O)Nc3ccc4c(c3)OCCO4)CC2)c1	-2
Cc1cccc(NC(=O)Cn2cnc3ccc(S(=O)(=O)N4CCC(C)CC4)cc3c2=O)n1	3
CCOC(=O)CC(Nc1nc(N2CCOCC2)nc(N2CCOCC2)n1)c1ccccc1Cl (stereo not drawn)	-3
CC(=O)OCC1OC(OCc2cn(C[C@H]3CC[C@@H]([C@@H]4CC[C@H](Cn5cc(COC6OC(COC(C)=O)C(OC(C)=O)C(OC(C)=O)C6OC(C)=O)nn5)O4)O3)nn2)C(OC(C)=O)C(OC(C)=O)C1OC(C)=O (stereo partly drawn)	3

The list goes on:
SMILES	TbREL1 primary
COC(=O)CCS(=O)(=O)c1ccc(Cl)c(Cl)c1	-2
COc1ccc(NC(=O)Cc2nnc(SCC(=O)c3ccccc3)n2C)cc1	0
COc1ccc(-c2nn3cnnc3s2)cc1OC	11*
COC(=O)c1cc(C(=O)OC)n(Cc2ccc(C)cc2)c1C	-2
O=C(COC(=O)Cn1cnc2ccccc21)NCCc1ccccc1	1
COc1cc(/C=N/NC(N)=O)ccc1OCC(=O)Nc1ccc(C)c(C)c1	1
COc1cccc(C(=O)n2ccc3ccc(-c4ccc5ccn(Cc6ccccc6)c5c4)cc32)c1	-4
CC(Oc1ccccc1Cl)C(=O)Nc1ccc(S(=O)(=O)N2CCN(C)CC2)cc1 (stereo not drawn)	-1
C=CCOC(=O)N1CCN(C(=O)c2ccc3nc(C)n(C4CCCC4)c3c2)CC1	-3
O=c1c2sccc2nc(SCc2cc(=O)n3ccccc3n2)n1Cc1ccccn1	-3
CN(C)c1ncc(C2=C(Cl)C(=O)C(N3CCCC3)=C(Cl)C2=O)s1	69*
CC(C)(C)C(=O)OCc1nc(-c2ccc(C(F)(F)F)cc2)cs1	3
CCOc1ccc(CCNS(=O)(=O)c2ccc3c(c2)NC(=O)CC(=O)N3)cc1OCC	0
O=C(NNC(=O)C1CCCCC1)c1cnccn1	6
CC(C)N(C(=O)COC(=O)CCC(=O)c1cccs1)c1ccccc1	-3
CC(C(=O)c1ccc(Br)cc1)[n+]1cccc2ccccc21 (stereo not drawn)	5
COC(=O)c1c(Oc2nc(OC)cc(OC)n2)cccc1Oc1nc(OC)cc(OC)n1	-1
COC(=O)C(Cc1ccc(O)cc1)NC(=O)CCC(=O)Nc1ccc(S(N)(=O)=O)cc1 (stereo not drawn)	-2
CC(=O)N1c2ccc(S(=O)(=O)N3CCCC3C(=O)Nc3ccc(C)cc3)cc2CC1C (stereo not drawn)	2
COc1ccc2c(C#CCCO)c(-c3ccc(S(C)(=O)=O)cc3)sc2c1	-1
O=C(CC(=O)NN=Cc1ccc2c(c1)CCC2)NN=Cc1ccc2c(c1)CCC2	3
CC(C)CNC(=O)COC(=O)c1c2c(nc3ccccc13)CCC2	-1
CCOc1ccccc1OCCOCCN1CC(C)OC(C)C1 (stereo not drawn)	-1
Cn1c(/C=N/c2nc3ccccc3[nH]2)nc2ccccc21	-1
CC(C)(C)OC(=O)N(CCc1ccccc1)Cc1ccc(OCc2cccc(NC(=O)/C=C/c3ccccc3)c2)cc1	4
CC(C)(C)c1ccc(-c2nnc(SC3CCOC3=O)n2Cc2ccccc2)cc1 (stereo not drawn)	-3
COc1ccc(-c2cn3ccccc3n2)cc1	0
Cc1ccc(F)cc1NC(=O)c1ccc(OCC2CCCO2)cc1 (stereo not drawn)	1
C=C1C(=O)[C@]23C[C@H]1CCC2[C@]1(C)C(=O)CC[C@@](C)(C(=O)O)C1C[C@@H]3O (stereo partly drawn)	9
O=C(CN1CCC(O)(c2ccc3c(c2)OCO3)CC1)OC1CCCCC1	0
Cc1cc(C(=O)N2CCC2(C)C(=O)Nc2cccc3ccccc23)nn1C (stereo not drawn)	-2
CCC(Oc1ccccc1)C(=O)Nc1nnc(C(F)(F)F)s1 (stereo not drawn)	1
Cc1cccc(C2=NN(c3ccccc3)[C@@H](C(=O)N3CCOC3=O)[C@@H]2c2ccccc2)c1	4
CCCCCCSc1ccc([C@H]2N[C@@](C)(C(=O)OC)[C@H]3C(=O)N(CC)C(=O)[C@@H]23)cc1	-1
COc1cc2cc(CCCOC(=O)c3ccco3)oc(=O)c2cc1OC	-1
COc1ccc(C(C)(C)C)cc1NC(=O)c1cncc(Br)c1	0
O=C(c1ccc(N2CCCC2)c([N+](=O)[O-])c1)N1CCN(CCO)CC1	10
CCCNC(=O)c1cccc(COCC(F)(F)F)c1	-3
COc1ccc(C(CNC(=O)/C=C/c2c(Cl)nc3ccccn23)N(C)C)cc1 (stereo not drawn)	6
CC(=O)/C(N=Nc1ccc(C(=O)O)cc1[N+](=O)[O-])=C(\C)O	12*
CCC(CC)C(=O)Nc1cc(NC(=O)C(CC)CC)cc(C(=O)O)c1	1

These rows are one share of the data; the hit share may differ from the screen's.
